PP1 counter – PP1-alpha (human) inhibition in PP5 counter-screen. P62136. purified PP1alpha, OMFP fluorescence. inhibition, % at 6.7 µM. actives 0.9% (n = 320,000). AID 2235;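 active = inhibition above the mean inhibition of all tested compounds plus 3 SD, computed separately for each screening campaign, cut at about 15% in these data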
LYPLA2 counter – blocks human lysophospholipase 2, a PME1 counter-screen. AID 2177. inhibition, % at 5.9 µM. actives 0.38% (n = 320,000). recombinant LYPLA2, FP-Rh probe fluorescence polarization;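 active = inhibition above the screen-wide mean plus 3 SD, limit set per campaign, cut at about 26% in these data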;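 note: 0% = LYPLA2 with DMSO and 100% = wells lacking LYPLA2 enzyme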
PREPL inh – inhibits the human prolyl oligopeptidase-like enzyme | Q4J6C6 | recombinant PREPL, fluorescence polarization activity-based probe | inhibition, % at 5.96 µM | actives 0.68% (n = 320,000) | AID 2751; in the data active = inhibition above about 43%;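 note: 0% = enzyme with DMSO and 100% = wells lacking enzyme; many of its hits are not listed in these tables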
PP5 inh – blocks human protein phosphatase 5 activity | inhibition, % at 6.7 µM | actives 0.18% (n = 320,000) | purified PP5c, OMFP substrate fluorescence | P53041;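 active = inhibition above the campaign's mean inhibition across all tested compounds plus 3 SD, cut at about 9.5% in these data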;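 note: 0% = DMSO only and 100% = 100 µM cantharidin control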
Target sequence (P53041 whole entry, looked up): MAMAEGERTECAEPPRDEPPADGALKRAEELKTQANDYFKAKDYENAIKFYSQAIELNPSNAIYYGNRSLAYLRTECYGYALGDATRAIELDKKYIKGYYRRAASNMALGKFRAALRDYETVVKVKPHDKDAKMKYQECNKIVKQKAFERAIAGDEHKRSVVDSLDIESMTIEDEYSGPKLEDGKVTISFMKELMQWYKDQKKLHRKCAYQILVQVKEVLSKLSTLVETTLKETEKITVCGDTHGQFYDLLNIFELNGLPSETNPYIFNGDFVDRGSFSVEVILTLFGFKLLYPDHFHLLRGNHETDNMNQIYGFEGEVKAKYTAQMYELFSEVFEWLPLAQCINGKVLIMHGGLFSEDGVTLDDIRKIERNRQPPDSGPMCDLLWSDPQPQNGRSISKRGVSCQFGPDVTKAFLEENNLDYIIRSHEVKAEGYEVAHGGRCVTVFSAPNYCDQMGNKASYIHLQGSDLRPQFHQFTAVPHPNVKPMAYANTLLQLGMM
Efflux pump inh – antifungal efflux pump inhibition, Nile Red retention. actives 0.44% (n = 330,000). inhibition, % at 10 µM. S. cerevisiae Candida pump triplex;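 active = plate passing quality check with inhibition over a set limit, or well fluorescence over plate mean plus 4 SD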;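 note: Nile Red retained in pooled yeast measured as flow cytometry median fluorescence; 0% = buffer negative control and 100% = Enniatin B positive control; higher means more Nile Red kept so more efflux inhibition; some compounds called inactive have numbers as strong as hits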
GASC-1 inh – blocks human GASC-1 demethylase activity. GST-JMJD2C(1-420) H3K9me3 demethylation, DELFIA europium. Q9H3R0. actives 0.069% (n = 330,000). inhibition, % at 2.35 µM;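 active = more than half of a compound's replicate wells show inhibition beyond 50%, single wells judged on their own value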;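 note: signal counts dimethyl H3K9 product captured on neutravidin plate; 0% = median of DMSO wells and 100% = 0.3 times that DMSO median; strong numbers were not always called active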
Target sequence (Q9H3R0 1-420 limits assumed): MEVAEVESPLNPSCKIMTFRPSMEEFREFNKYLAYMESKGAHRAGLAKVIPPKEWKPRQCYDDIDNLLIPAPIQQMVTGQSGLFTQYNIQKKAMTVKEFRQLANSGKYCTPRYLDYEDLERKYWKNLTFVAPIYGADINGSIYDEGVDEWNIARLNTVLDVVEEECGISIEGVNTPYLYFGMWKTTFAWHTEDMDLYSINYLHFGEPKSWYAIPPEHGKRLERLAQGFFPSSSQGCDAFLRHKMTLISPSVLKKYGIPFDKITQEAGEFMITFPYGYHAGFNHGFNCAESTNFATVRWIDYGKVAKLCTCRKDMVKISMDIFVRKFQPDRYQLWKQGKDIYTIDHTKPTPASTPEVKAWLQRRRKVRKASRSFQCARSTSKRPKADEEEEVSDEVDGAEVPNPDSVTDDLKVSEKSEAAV
Fh CTSL1 inh – blocks F. hepatica cathepsin L1 in PFM18AAP counter-screen. recombinant F. hepatica cathepsin L1, Z-Leu-Arg-MCA fluorescence. inhibition, % at 5.96 µM. actives 0.49% (n = 300,000);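 active = inhibition above the mean of all tested compounds plus 3 SD, set per screening campaign, cut at about 17% in these data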;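 note: 0% = plate median of test compound wells and 100% = 1 µM Z-Phe-Ala-diazomethylketone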
TPT1 inhibitor – C. albicans TPT1 enzyme inhibition. inhibition, % at 5 µM. recombinant caTPT1, FP RNA substrate dephosphorylation. actives 0.81% (n = 300,000). AID 1962;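 active = inhibition above the mean of all tested compounds plus 3 SD, set per screening campaign, cut at about 24% in these data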;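 note: plate controls were DMSO alone for no effect and ferristatin control at 100 nM for full effect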
core dimer inh – HCV core protein dimerization inhibition. AID 1899. actives 0.33% (n = 300,000). inhibition, % at 5 µM. TR-FRET GST/Flag-core106 dimerization, 1536-well;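 active = inhibition above the mean of all tested compounds plus 3 SD, set per screening campaign, cut at about 45% in these data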
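Assay system: Tagged HCV core106 pair (GST and Flag) | Buffer or medium: KF-containing HEPES buffer, pH 7.45, DTT, CHAPS, BSA | Also added: Eu donor and XL665 acceptor anti-tag antibodies | Dosing: One concentration, 5 µM, in 0.5% DMSO | Timing: 4 h at 22.5 °C | Technique: TR-FRET 671 and 617 nm emission | Repeats: Singlicate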
Active calls of the source: *; x = not tested or not shown.

SMILES | PP1 counter | LYPLA2 counter | PREPL inh | PP5 inh | Efflux pump inh | GASC-1 inh | Fh CTSL1 inh | TPT1 inhibitor | core dimer inh
Cc1sc2ncn(CC(=O)N3CCN(c4ccccn4)CC3)c(=O)c2c1S(=O)(=O)N1CCC(C)CC1 | -3 | -1 | -3 | 2.7 | 0.3 | 0 | 1 | -1 | -8
O=c1cc(O)c2ccccc2n1Cc1ccccc1Cl | -2 | -1 | -5 | 0.7 | 0.0 | 1 | -2 | 4 | 5
COc1ccc(NC(=O)NC(=O)c2ccccc2)cc1 | 1 | 4 | -4 | 5.0 | 0.0 | 0 | -4 | 4 | 8
Cc1cc(=O)oc2cc(Oc3ccc(C(N)=O)cc3[N+](=O)[O-])ccc12 | 0 | 33* | 29 | 0.3 | -0.2 | -3 | -3 | -3 | -1
CC(CNC(=O)CN1C(=O)c2cccnc2Oc2ccc(Cl)cc21)c1ccccc1 (configuration not stated) | 11 | -3 | -1 | 1.3 | 0.1 | 7 | 2 | 1 | 5
COC(=O)NNC(=O)c1cccc(C)c1 | -5 | 8 | 0 | 1.4 | -0.1 | -1 | -4 | -2 | -2
COc1ccccc1C(=O)NCC(=O)Nc1cccnc1 | -2 | 5 | 17 | 2.0 | -0.1 | 19 | 1 | -5 | -9
Cc1cccc(NC(NC(=O)Cc2ccccc2)C(Cl)(Cl)Cl)c1 (configuration not stated) | 1 | 2 | 6 | 0.5 | 0.3 | -1 | -1 | 2 | -4
Cc1ccc(S(=O)(=O)Oc2ccc(/C=C3\C(=N)N4N=C(S(C)(=O)=O)SC4=NC3=O)cc2)cc1 | 2 | 2 | 1 | 0.8 | -0.1 | -2 | 8 | 3 | 26
O=C(c1ccc(COc2ccc3ccccc3c2)o1)N1N=C(C(F)F)CC1(O)C(F)F (configuration not stated) | 3 | -39 | -2 | 2.1 | 0.0 | 94 | -2 | -2 | 5
CCOc1ccc(NC(=S)N(CCN2CCOCC2)Cc2cc3cc4c(cc3[nH]c2=O)OCCO4)cc1 | -1 | 5 | -3 | -2.4 | 0.1 | 4 | 0 | 2 | 5
Cc1nc(N2CCN(S(=O)(=O)c3ccc(Br)cc3)CC2)c2c(C)c(C)sc2n1 | 4 | 0 | -26 | -0.2 | 0.4 | 9 | 0 | 0 | 10
CC(=O)OC1CCC2(C)C(COc3ccc4ccc(=O)oc4c3)C(C)(O)CCC2C1(C)C (configuration not stated) | -3 | -9 | 8 | 0.1 | 0.2 | -2 | 1 | -2 | 12
CCOC(=O)C1=C(COC(=O)CCOc2ccc(C)cc2)NC(=O)NC1C (configuration not stated) | -2 | 3 | 0 | 0.5 | -0.2 | -16 | -16 | 0 | -7
O=C(CC1CCCCC1)N1CCN(c2ccccn2)CC1 | -5 | 3 | 5 | 2.1 | 0.0 | -2 | -5 | 1 | -4
COCCNC(=O)c1ccc(N2CC3CC(C2)c2cccc(=O)n2C3)c(NC(=O)c2ccc(Br)o2)c1 (configuration not stated) | -1 | 4 | 5 | -0.9 | -0.1 | 2 | 1 | -2 | -17
CCOC(=O)c1cnc(-n2nc(C)cc2C)nc1N1CC(C)OC(C)C1 (configuration not stated) | 2 | -7 | 3 | 3.2 | 0.0 | 3 | 3 | 1 | -3
CCC1(C)CC(C(N)=S)CCO1 (configuration not stated) | -1 | -2 | 3 | 3.0 | 0.1 | -7 | 0 | -3 | 0
CCOC(=O)c1ccccc1NC(=O)c1cn(CC)c2nc(C)ccc2c1=O | -5 | 7 | 7 | 0.7 | -0.1 | -27 | 2 | 0 | 1
COc1cccc(C(=O)COc2ccccc2N2C(=O)C3C4C=CC(C4)C3C2=O)c1 (configuration not stated) | -1 | 8 | 7 | 2.7 | 2.6 | 7 | -3 | -1 | -15
CC1=C(Nc2ccc(C(=O)O)cc2)C(=O)c2ccccc2C1=O | -4 | -3 | 6 | 0.0 | 0.0 | 8 | -1 | -4 | -42
O=C(c1ccc(Cl)cc1)N1CCN(c2ccc(F)cc2)CC1 | 2 | 6 | 14 | -1.2 | 0.0 | 1 | 7 | -2 | -6
CCC(=O)c1ccc(OCC(=O)N(Cc2nnc(-c3ccccc3Cl)o2)C2CC2)cc1 | -6 | -5 | 14 | -1.0 | 0.1 | -4 | -3 | 1 | 1
Cc1noc(C)c1S(=O)(=O)NCC(=O)O | -1 | -4 | -11 | 1.0 | 0.0 | 3 | -3 | 0 | -4
CSC1=NCCN1C(=O)c1cccc(C(F)(F)F)c1 | 0 | 5 | 18 | -0.4 | -0.2 | 50 | 3 | -3 | -7
(listing goes on)
SMILES | PP1 counter | LYPLA2 counter | PREPL inh | PP5 inh | Efflux pump inh | GASC-1 inh | Fh CTSL1 inh | TPT1 inhibitor | core dimer inh
CNC(=O)c1c(NC(=O)CCS(=O)(=O)c2ccc(Cl)cc2)sc2c1CCN(C(=O)OC)C2 | -9 | 9 | -3 | 0.6 | 0.1 | 3 | -19 | 0 | 3
CCN(CC(=O)Nc1c(F)cccc1F)C(=O)CCCc1nc2ccccc2c(=O)[nH]1 | -7 | 3 | 18 | 1.1 | -0.2 | -9 | 1 | -3 | -9
Cc1cc(Cl)ccc1NC(=S)NCc1ccc(Cl)cc1 | 0 | -4 | -9 | 3.5 | -0.1 | 1 | -2 | -1 | 6
Cc1ccccc1NCC(=O)N/N=C/c1ccc([N+](=O)[O-])cc1 | -1 | 3 | 6 | 5.3 | -0.1 | -3 | 1 | -2 | 3
Fc1ccc(Nc2ncnc3sccc23)cc1 | 2 | 0 | -26 | 0.1 | 0.0 | 3 | -2 | 2 | 12
COc1ccc(CCN(C(=O)C(F)(F)F)C(C(=O)NC2CCCCC2)c2ccc(C)s2)cc1OC (configuration not stated) | 1 | -11 | 8 | 1.2 | 0.2 | 11 | 4 | 1 | 10
Cc1sc2nc(CN3CCCC3)nc(N3CCC(C(N)=O)CC3)c2c1C | 2 | 5 | 20 | 3.8 | 0.1 | 15 | 0 | 6 | -5
CS(=O)(=O)N(CC(=O)Nc1ccc(Br)cc1F)C1CCCCC1 | 2 | 11 | 3 | 2.6 | 0.6 | 6 | -2 | -2 | -6
Nc1cc(N)nc(SCC(=O)NCC2CCCO2)n1 (configuration not stated) | 1 | -2 | -9 | 1.0 | -0.1 | -5 | 1 | 2 | 6
COc1cc(C(=O)NCC(c2ccccc2)N(C)C)ccc1OCc1c(C)noc1C (configuration not stated) | -5 | -1 | 0 | -0.8 | 0.0 | -6 | x | x | x
CN(C)c1ccc(S(=O)(=O)NCC(=O)N2CCN(c3ccccc3)CC2)cc1[N+](=O)[O-] | -3 | 28* | 4 | 0.6 | 0.2 | -4 | 3 | 1 | -1
CCOC(=O)c1sc(C)c2c1NC(c1ccc(Cl)cc1)NC2=O (configuration not stated) | -7 | -9 | 3 | -4.3 | 0.0 | 9 | 5 | -3 | -5
COc1ccc(-c2nnc(SCC(=O)O)n2C)cc1OC | -3 | 0 | 9 | 1.3 | 0.0 | -24 | 3 | 1 | -1
Cc1cc(C)c2c(CC(=O)O)c(C)[nH]c2c1 | 2 | -12 | 0 | 3.1 | 0.1 | 32 | 0 | -1 | 25
CC(=O)c1ccc(S(=O)(=O)N(C)CC(=O)NCC2CCCCC2)cc1 | -3 | 3 | -4 | 2.4 | -0.2 | -43 | 1 | -1 | 0
C#CCNC(=O)C1=C[C@H](c2ccc3c(c2)OCO3)C[C@H](OCCCCO)O1 | 4 | 5 | 6 | 0.1 | 0.0 | 15 | 5 | -4 | 30
Fc1ccccc1NC(=S)NN(Cc1ccccc1)c1ccccc1 | -2 | -2 | 4 | 2.6 | -0.2 | 16 | -2 | -1 | 1
Clc1ccc(Cn2ncc3c(N4CCCC4)ncnc32)cc1 | -2 | 1 | 7 | 3.0 | 0.3 | 4 | 1 | -4 | -5
O=C(Nc1ccc2nc(-c3cccnc3)[nH]c2c1)C1CCCCC1 | 2 | 6 | 5 | 1.9 | -0.1 | 13 | 2 | -1 | 0
C=CCn1c(COc2ccc(OC)cc2)nnc1SCn1nnc2ccccc2c1=O | -3 | 3 | -2 | -0.7 | -0.1 | 25 | 0 | 0 | 1
COc1ccc(CN=C2NC(=O)CC(C(=O)Nc3ccc(F)cc3)S2)cc1 (configuration not stated) | 3 | 1 | -8 | 0.0 | 0.1 | -12 | -3 | 4 | 0
CCOC(=O)c1cnn(-c2ccccc2)c1NC(=O)CN1CCOCC1 | -4 | 1 | 9 | -0.6 | 0.1 | -5 | -3 | -3 | -2
Cn1c(-c2ccc3c(c2)OCO3)cnc1NCc1ccccc1Cl | 2 | 1 | 22 | 0.5 | -0.2 | 1 | -7 | 0 | 0
Cc1nc2ccc(CN(C)c3ccc(C(=O)N[C@@H](CCC(=O)O)C(=O)O)s3)cc2c(=O)[nH]1 | 0 | -6 | 13 | -0.2 | 0.1 | -12 | 1 | -2 | -10
Cc1ccc(-c2nc3[nH]c(=O)cc(NC(=O)C(C)C)n3n2)cc1 | -1 | 0 | -8 | 0.7 | 0.0 | 4 | 3 | 0 | 4
Continuation:
SMILES | PP1 counter | LYPLA2 counter | PREPL inh | PP5 inh | Efflux pump inh | GASC-1 inh | Fh CTSL1 inh | TPT1 inhibitor | core dimer inh
COc1ccccc1CNC(=O)Cn1cccc1C(=O)c1ccccc1C | -10 | -3 | 3 | -4.8 | -0.1 | 3 | 7 | 0 | -12
Cc1cc(C)cc(CC2CC(=O)N(c3ccc([N+](=O)[O-])cc3)C2=O)c1 (configuration not stated) | -3 | 2 | 2 | 1.0 | -0.1 | -3 | 1 | 2 | 2
O=C(Nc1ccccc1)N1C(=O)C2(OCCO2)c2ccccc21 | -1 | -6 | -3 | 1.1 | -0.1 | 8 | 0 | 4 | -1
Cc1ccc(NC(=O)COc2cccc3ccc(C)nc23)c(Br)c1 | -2 | 0 | -7 | 2.9 | 1.2 | 20 | -7 | -5 | -9
O=C(CN1C(=O)CC(c2ccco2)Sc2ccccc21)Nc1ccccc1F (configuration not stated) | 6 | -6 | -7 | 2.3 | -0.1 | 40 | 6 | 4 | 23
CC(C)(C)NC(=O)COC(=O)CNC(=O)c1cc(Cl)cc([N+](=O)[O-])c1 | 1 | -4 | 5 | 1.1 | 0.0 | 7 | -1 | 2 | 6
Cc1c(N=Cc2cc(Br)cc(Br)c2O)cccc1C(=O)O | -1 | -3 | -5 | -0.9 | 0.3 | -3 | 1 | 1 | -29
COc1ccc(CN2CCNC(=O)C2CC(=O)NCc2csc(C)n2)c(F)c1 (configuration not stated) | 2 | 4 | 11 | 1.4 | 0.0 | 4 | -2 | -7 | -5
c1ccc(OCCSc2ncnc3nc[nH]c23)cc1 | 2 | 4 | 1 | 1.9 | -0.1 | 5 | 3 | -3 | -2
COc1ccc(CCOC(=O)c2ccc(NC(=O)CC#N)cc2)cc1 | -2 | 16 | -6 | 1.7 | -0.9 | -31 | 0 | 3 | 9

Four compounds already listed, sorted by length of the SMILES, smallest number first.
SMILES | PP1 counter | LYPLA2 counter | PREPL inh | PP5 inh | Efflux pump inh | GASC-1 inh | Fh CTSL1 inh | TPT1 inhibitor | core dimer inh
Clc1ccc(Cn2ncc3c(N4CCCC4)ncnc32)cc1 | -2 | 1 | 7 | 3.0 | 0.3 | 4 | 1 | -4 | -5
Cc1c(N=Cc2cc(Br)cc(Br)c2O)cccc1C(=O)O | -1 | -3 | -5 | -0.9 | 0.3 | -3 | 1 | 1 | -29
CS(=O)(=O)N(CC(=O)Nc1ccc(Br)cc1F)C1CCCCC1 | 2 | 11 | 3 | 2.6 | 0.6 | 6 | -2 | -2 | -6
CCOC(=O)c1cnc(-n2nc(C)cc2C)nc1N1CC(C)OC(C)C1 (configuration not stated) | 2 | -7 | 3 | 3.2 | 0.0 | 3 | 3 | 1 | -3

Screens as filed in PubChem BioAssay.

Not all compounds are listed; rates above refer to the full screens.
